High-throughput results as filed in PubChem BioAssay.
ATXN2 expr inh – ATXN2 expression inhibition | HEK-293 ATXN2-luciferase reporter, luminescence, 24 h | Potency, µM (series often up to 57 µM), for the others: top-dose activity change, negative = inhibition, actives largely listed as inhibitors | 360,000 compounds, 0.72% hits; note: potency is the fitted concentration of half-maximal effect; % is set by controls: 0 for no effect and ±100 for the full control effect; nearly all actives have a fitted effect of over 55% in size
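ATXN2-luciferase reporter cells (luciferase flanked by upstream and downstream ATXN2 gene portions) were treated 24 h at 37 °C with compounds at up to 57 uM. SteadyGlo luminescence gave expression; GF-AFC fluorescence gave viability.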
MCF10A rereplic – DNA re-replication induction in MCF 10a cells. Potency, µM (highest dose often 46.1 µM), for the others: at the highest dose activity, positive = re-replication, most hits filed as activators. 350,000 compounds, 2.9% hits. MCF 10A DNA re-replication, Hoechst nuclear intensity, 48 h. AID 624296; note: potency is the fitted concentration of half-maximal effect; % of control where 0% means no effect; nearly all actives have a fitted effect of over 50% in size
TGFb inhibitor – inhibitors of TGF-b signaling; 410,000 compounds, 1.2% hits; Potency, µM (titrated, usually from 46.1 µM), inactives show top-dose activity, negative = inhibition, usual class: inhibitors; AID 588855; HepG2 CAGA-GFP TGF-b/SMAD3 reporter, GFP fluorescence, 18 h; TGF-beta stimulated, 500 pg/mL final; note: potency is the fitted concentration of half-maximal effect; % is set by controls: 0 for no effect and ±100 for the full control effect; nearly all actives have a fitted effect of over 65% in size
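Inhibition was scored as loss of TGF-beta-induced (500 pg/mL final, 18 hours, 37 degrees C) GFP in HEPG2 cells carrying a CAGA-GFP reporter, in DMEM with 1% FBS. Well GFP was summed per cell; Activity was normalised to unstimulated and stimulated DMSO wells, then concentration-response fitting.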
Nrf2 activator – activates Nrf2 signaling | AID 624171 | AREc32 ARE-luciferase reporter (MCF7-derived line), luminescence, 24 h | Potency, µM (highest dose often 46.1 µM), without a hit: at the highest dose activation, usual class: activators | 410,000 compounds, 0.31% hits; note: potency is the fitted concentration of half-maximal effect; % of control where 0% means no effect; nearly all actives have a fitted effect of over 65% in size
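Luminescent ARE reporter assay in AREc32_Fluc cells: overnight plating at 37 deg C, 24 hr compound incubation, Steady-Glo added, 30 min RT before reading.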
IL-1B inflam inh – inhibitors of inflammasome signaling (IL-1 beta secretion); THP-1 LPS/ATP IL-1B secretion, AlphaLISA, 16 h; hits give low values; activity change, % at 57.5 µM; 360,000 compounds, 4.7% hits; in the data active = activity change below about -50%; inconclusive = mostly about -30% to -49%; note: % is set by controls: 0 for no effect and ±100 for the full control effect
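Secreted IL-1B measured by AlphaLISA bead assay after 16 h compound exposure of THP-1 cells; compounds (final up to 57.5 uM) added 1 h before LPS (250 ng/mL) and ATP (1.25 mM) stimulation; lower signal means less secretion.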
HepG2 tox – HepG2 cytotoxicity, counter-screen for TGF-b inhibitors. AID 588856. 410,000 compounds, 0.76% hits. Potency, µM (highest dose often 46.1 µM), for the others: at the highest dose activity change, negative = cytotoxicity, actives largely listed as cytotoxic. HepG2 CAGA-GFP viability, ATP luminescence, 18 h; note: potency is the fitted concentration of half-maximal effect; some results filed as inactive show a strong effect at the top dose
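CellTiter-Glo luminescence gave cytotoxicity after 18 hours at 37 degrees C. The cells were HepG2 CAGA-GFP in 1% FBS DMEM, stimulated with 500 pg/mL TGF-beta after compound addition. %Activity was normalised to no-cell wells (complete cell-killing) and DMSO (no toxicity), and curves were fitted and classified.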
ATXN viability – reduces viability in counter-screen for ATXN expression inhibitors | S2 cells (HEK-293 line with an ATXN2-luciferase reporter) viability, CellTiter-Fluor protease fluorescence, 24 h | Potency, µM (highest dose often 56.7 µM), usual class: cytotoxic | 400,000 compounds, 0.49% hits | AID 651635; note: potency is the fitted concentration of half-maximal effect; nearly all actives have a fitted effect of over 40% in size
Nrf2 block – Nrf2 pathway inhibition; Potency, µM (series often up to 46 µM), for the others: at the highest dose activity change, negative = inhibition, most hits filed as inhibitors; A549 ARE-Fluc reporter, luciferase luminescence, 18-24 h; AID 504444; 360,000 compounds, 2.1% hits; note: potency is the fitted concentration of half-maximal effect; % is set by controls: 0 for no effect and ±100 for the full control effect; nearly all actives have a fitted effect of over 60% in size
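Nrf2 activity is the BugLite luminescence, read 15 min after reagent at room temperature, following CellTiter-Fluor cytotoxicity readout (30 min, 37C). Compound titrations were applied for 18-24 h to 5000 A549 ARE_Fluc cells/well in 5% FBS OPTI-MEM.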
A549 tox – kills or reduces viability of A549 cells in Nrf2 counter-screen. A549 ARE-Fluc cells, CellTiter-Fluor viability, 18-24 h. Potency, µM (doses to about 46 µM), without a hit: at the top dose activity change, negative = cytotoxicity, most hits filed as inhibitors. 390,000 compounds, 0.16% hits; note: potency is the fitted concentration of half-maximal effect; % is set by controls: 0 for no effect and ±100 for the full control effect
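A549 ARE_Fluc cells in 5% FBS OPTI-MEM were exposed to compounds in concentration-response for 18-24 h at 37 deg C. Viability was read by CellTiter-Fluor fluorescence (Ex 405/Em 525) after 30 min, before the luciferase read.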
* marks the source's active call; other numbers are inactive results; i = inactive; ? = inconclusive; · = not tested or not shown; & = joins results of further samples; [ ] = remark or other dose. Unless noted, calls come from the whole dose curve; as a rule, active = well fitted curve in the direction sought with a large enough effect; inconclusive = small, poorly fitted or top-dose-only effect, or another doubt; inactive = no such curve, though single readings can be large; an effect the other way counts as inactive or inconclusive.

[1] Cc1ccccc1NC(=O)NCCCN1CCCC1=O
[2] O=C(Nc1nnc(S(=O)(=O)N2CCN(c3ccc(F)cc3)CC2)s1)c1ccccc1
[3] COc1cc(OC)c(NC(=O)Nc2nnc(N(C)C3CCCCC3)s2)cc1Cl
[4] CCc1ccc(NC(=O)CC2C(=O)OCCN2CC)cc1 (stereo unspecified)
[5] NC(=O)C1CCN(C(=O)C2(NC(=O)Nc3cccc(F)c3)CCCCC2)CC1
[6] Clc1ccccc1Cn1nnc2c(N3CCOCC3)nc(C3CC3)nc21
[7] Cc1cc(C)n(C(=O)COc2ccccc2C)n1
[8] COc1ccc(C=O)cc1Cn1c(=O)n(CCC(=O)NCc2ccco2)c(=O)c2sccc21

assay / entry,1,2,3,4,5,6,7,8
ATXN2 expr inh,1%,14%,·,9%,2%,3%,-10%,6%
MCF10A rereplic,2%,-5%,·,·,-17%,-3%,-7%,0%
TGFb inhibitor,-2%,6%,-12%,?,2%,2%,-4%,8%
Nrf2 activator,-0.5%,0.4%,-1.3%,8.2%,-1.0%,1.9%,-0.6%,-0.2%
IL-1B inflam inh,4,27,·,·,14,-8,-5,-11
HepG2 tox,0%,-4%,-24%,-29%,2%,0%,0%,0%
ATXN viability,i,i,·,i,i,i,i,i
Nrf2 block,-2%,12%,0%,?,7%,-7%,2%,-19%
A549 tox,-6%,-2%,1%,-15%,5%,11%,-5%,-8%

[9] CN1C(=O)[C@H]2[C@@H](/C=C/c3ccccc3)N3C(=O)CN(CC4CC4)C(=O)[C@@]3(C)[C@H]2C1=O
[10] COC(=O)COc1ccc(S(=O)(=O)Nc2ccc(NC(C)=O)cc2)cc1
[11] CC(C)N(CCc1ccncc1)C(=S)Nc1cccc(Cl)c1
[12] C=CCCN(C1CCCC1)S(=O)(=O)c1ccccc1Br
[13] COc1ccc2c(c1)C(=O)N(c1ccccc1OC)C(=O)C2
[14] CCc1ncc(C)[nH]1
[15] CC1CCCCC1NC(=O)CN(C)S(=O)(=O)c1cccc2cccnc12 (stereo unspecified)
[16] COc1ccc(OC)c(NC(=O)Nc2ccc(O)c3ccccc23)c1

assay / entry,9,10,11,12,13,14,15,16
ATXN2 expr inh,-6%,17%,-2%,-13%,-16%,-8%,1%,-3%
MCF10A rereplic,-1%,?,1%,?,-4%,4%,-4%,?
TGFb inhibitor,21%,-3%,-3%,?,0%,1%,-10%,?
Nrf2 activator,-0.1%,-0.2%,-0.2%,0.2%,-0.2%,-1.1%,4.9%,-2.4%
IL-1B inflam inh,15,-8,0,10,-6,13,-16,20
HepG2 tox,30%,2%,-14%,3%&-33%,13%,-19%,-8%,-24%
ATXN viability,i,i,?,?,?,i,i,i
Nrf2 block,3%,10%,-8%,?,5%,5%,0%,-4%
A549 tox,3%,6%,-9%,13%&7%,-4%,-9%,0%,2%

[17] COc1ccc(-c2ccnc(-c3ccncc3)n2)cc1
[18] Cc1ccc(C(=O)NC(=S)N2CCN(C)CC2)cc1Br
[19] COc1cc(CNc2ccc(S(N)(=O)=O)cc2)ccc1OCC(=O)NC1CCCCC1
[20] CCOC(=O)C(=O)NNc1ccc(F)cc1
[21] CCOc1ccc(S(=O)(=O)N2CCN(c3ncccn3)CC2)cc1
[22] O=c1[nH]nc(SC2CCCCC2)c(=O)[nH]1
[23] O=S(=O)(c1cccc(C(F)(F)F)c1)N1CCC(c2cc(-c3cccc4ccccc34)n[nH]2)CC1
[24] C#CCOc1ccc(CNC[C@H]2O[C@@H](n3ccc(N)nc3=O)[C@H](O)[C@@H]2O)cc1

assay / entry,17,18,19,20,21,22,23,24
ATXN2 expr inh,9%,5%,-29%,-20%,1%,-1%,-6%,3%
MCF10A rereplic,17%,2%,2%,?,-14%,2%,24%,·
TGFb inhibitor,-5%,-12%,-10%,14%,6%,-16%,-14%,-1%
Nrf2 activator,-0.4%,0.1%,0.5%,-0.2%,-0.8%[9.22 µM],1.8%,0.2%,0.2%
IL-1B inflam inh,16,6,0,-14,30,-2,-8,18
HepG2 tox,-21%,1%,-10%,5%,2%,4%,-43%,-15%
ATXN viability,i,i,i,i,i,i,i,i
Nrf2 block,3%,3%,-20%,-18%,-12%,-11%,?,·
A549 tox,-9%,0%,6%,-14%,7%,0%,-19%,·

3 entries picked at random from the list so far:
[10] COC(=O)COc1ccc(S(=O)(=O)Nc2ccc(NC(C)=O)cc2)cc1
[14] CCc1ncc(C)[nH]1
[12] C=CCCN(C1CCCC1)S(=O)(=O)c1ccccc1Br

assay / entry,10,14,12
ATXN2 expr inh,17%,-8%,-13%
MCF10A rereplic,?,4%,?
TGFb inhibitor,-3%,1%,?
Nrf2 activator,-0.2%,-1.1%,0.2%
IL-1B inflam inh,-8,13,10
HepG2 tox,2%,-19%,3%&-33%
ATXN viability,i,i,?
Nrf2 block,10%,5%,?
A549 tox,6%,-9%,13%&7%

Remaining list, next part.
[25] Nc1ccc(S(=O)C(F)(F)F)cc1 (stereo unspecified)
[26] COC(=O)c1ccc(CNC(=O)COC(=O)c2cc(Cl)nc(Cl)c2)cc1
[27] CC(C)Cc1ccc(S(=O)(=O)Nc2ccc3[nH]c(=O)[nH]c3c2)cc1
[28] COc1cccc(CNC(=O)Nc2cn(CC(C)C)c(=O)c3ccccc23)c1
[29] COc1ccccc1/C=C1\SC(=S)N(CCC(=O)Nc2ccc(C(=O)O)c(O)c2)C1=O
[30] Clc1ccc(-c2nnc3n2CCCC3)cc1Cl
[31] O=C(c1cccc(Cl)c1)N1CCC(=O)N(C(CO)Cc2ccccc2)CC1 (stereo unspecified)
[32] COc1ccc(-n2c(SCC(=O)Nc3nccs3)nc3c(c2=O)SCC3)cc1

assay / entry,25,26,27,28,29,30,31,32
ATXN2 expr inh,-11%,-3%,-9%&-20%,-10%,3%,-7%,7%,-1%
MCF10A rereplic,9%,1%,5%,·,?,3%,5%,?
TGFb inhibitor,?,-13%,1%&-9%,-8%,17%,6%,3%,-25%
Nrf2 activator,0.4%,-0.6%,0.6%&0.6%,-1.2%,-0.5%,0.3%,-0.4%,-1.2%
IL-1B inflam inh,0,10,9,·,17,13,13,21
HepG2 tox,-1%,-21%,-11%&-18%,-11%,4%,-6%,8%,2%
ATXN viability,i,i,i,i,i,i,i,i
Nrf2 block,8%,1%,18µM*,-26%,-11%,12%,0%,-3%
A549 tox,-4%,1%,0%&-10%,-2%,-15%,1%,1%,0%

[33] COc1ccccc1N1CCN(C(=S)Nc2cccc(C)c2)CC1
[34] CCCOc1ccc(C2C(=O)N(C3CCC(C)CC3)CC(=O)N2CCc2ccccc2)cc1OC (stereo unspecified)
[35] CCOC(=O)C1=C(COC(=O)Cc2c(F)cccc2Cl)NC(=O)NC1C (stereo unspecified)
[36] COc1ccc(N2C(=O)CCC(C(=O)N(C)C3CCCCC3)C2c2ccc(OC)c(OC)c2)cc1 (stereo unspecified)
[37] Cc1occc1C(=O)NC1CCCCCCC1
[38] COc1cc2c(-c3ccccc3)c(C)oc2cc1/C=N/NC(N)=S
[39] COc1cc2c(cc1OC)C(c1ccccc1)N(C(=O)CCl)CC2 (stereo unspecified)
[40] Cc1ccc(-c2cc(C(=O)OCC(=O)N(C)C3CCS(=O)(=O)C3)c3ccccc3n2)c(C)c1 (stereo unspecified)

assay / entry,33,34,35,36,37,38,39,40
ATXN2 expr inh,-7%,·,4%,-5%,43%[activator],·,28µM*,-10%
MCF10A rereplic,16µM*,·,-7%,1%,?,?,16µM*,12%
TGFb inhibitor,?,17%,6%,-1%,21%,?,-20%,9%
Nrf2 activator,-0.9%,-0.9%,-0.3%,-0.6%,4.3%,-0.1%,10.0%,0.3%
IL-1B inflam inh,-14,·,-14,44,-6,14,-96*,18
HepG2 tox,-5%,1%,-16%,4%,23%,6.3µM*,0%,-3%
ATXN viability,i,·,i,i,i,i,·,?
Nrf2 block,?,·,12%,6%,?,-16%,?,-10%
A549 tox,-3%,2%,5%,-3%,1%,-9%,-11%,1%

[41] COc1ccc(-c2nc(CNS(=O)(=O)c3ccc(F)cc3)cs2)cc1
[42] O=C(Nc1ccc(S(=O)(=O)Nc2ncccn2)cc1)c1ccc(Cl)c([N+](=O)[O-])c1
[43] CCC1(c2ccc(OC)cc2)NC(=O)N(CC(=O)NC2CCCCC2C)C1=O (stereo unspecified)
[44] CCOC(=O)c1sc(=S)n(-c2ccc(Cl)cc2)c1SC
[45] O=C1C2C(C(=O)N1/N=C/c1cc(Br)cc([N+](=O)[O-])c1O)C1C=CC2C12CC2 (stereo unspecified)
[46] COc1cccc(N2CCN(S(=O)(=O)c3ccc(CN4C(=O)c5cccnc5C4=O)cc3)CC2)c1
[47] Cc1ccc(NC2=NCC(=O)N2C2CCCC2)c(C)c1
[48] COc1ccccc1OCC(=O)N1CCCCCCC1
[49] COc1ccccc1C(=O)N=C1NC(=O)CC2C(=O)NCCN12 (stereo unspecified)
[50] Cc1ccsc1/C=N/NC(=S)NCCc1ccccc1

assay / entry,41,42,43,44,45,46,47,48,49,50
ATXN2 expr inh,·,-12%,-14%,-4%,1%,2%,-4%,24%,·,-4%
MCF10A rereplic,·,4%,1%,1%,16%,4%,7%,-3%,0%,-2%
TGFb inhibitor,·,-2%,-17%,?,16%,-2%,0%,10%,7%,-10%
Nrf2 activator,-0.5%,3.6%,0.4%,-0.7%,-0.4%,-0.6%,-1.0%,-0.6%,-1.4%,2.5%
IL-1B inflam inh,·,-20,-24,-5,?,0,7,13,16,-6
HepG2 tox,-29%,13%,2%,13%,-5%,16%,-30%,-2%,-36%,-14%
ATXN viability,·,i,i,i,i,i,i,i,i,?
Nrf2 block,-76%,7%,4%,-10%,-13%,3%,·,6%,-6%,4%
A549 tox,2%,-6%,1%,-5%,-22%,-4%,-6%,-2%,5%,-1%
